ELG1 DNA repair – qHTS screen for small molecules that inhibit ELG1-dependent DNA repair in human embryonic kidney (HEK293T) cells expressing luciferase-tagged ELG1; actives 2.3% (n = 330,000); Potency, µM (doses to about 46.1 µM), for the others: at the highest dose activity change, negative = inhibition, most hits filed as inhibitors; HEK293T ELG1-luciferase reporter, luminescence, 16 h; DNA damage induced by 5-fluorouridine; further: potency means the concentration at half of the fitted maximal effect; on the % scale 0 is the no-effect control and ±100 the full control effect; nearly all actives have a fitted effect of over 55% in size
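HEK293T cells expressing luciferase-tagged ELG1 (2,000/well) received 5-Fluorouridine plus compound or DMSO for 16 hr at 37 °C. Luciferase was read by ONE-Glo luminescence after 30 min at room temperature.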
PKM2 act – qHTS Assay for Activators of Human Muscle isoform 2 Pyruvate Kinase; actives 0.34% (n = 260,000); purified PKM2, Kinase-Glo ATP luminescence, activation; response scale: 0% is enzyme alone, no compound; Pyruvate kinase PKM (Homo sapiens), P14618; Potency, µM (doses to about 57.5 µM), without a hit: at the top dose activation, actives largely listed as activators; further: potency means the concentration at half of the fitted maximal effect; on the % scale 0 is the no-effect control and ±100 the full control effect; nearly all actives have a fitted effect of over 55% in size
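Kinase-Glo luminescence reports ATP generated from ADP (0.1 mM) and PEP (0.5 mM) by purified hPK-M2 after 1 h at room temperature, pH 7.2 imidazole buffer; intermediate enzyme activity allows detecting inhibitors and activators.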
Menin MLL FP TR – qHTS Assay for Inhibitors Targeting the Menin-MLL Interaction in MLL Related Leukemias: Competition With Texas Red Labeled MLL-derived Mutant Peptide | actives 0.23% (n = 270,000) | Potency, µM (series often up to 61.6 µM), inactives show at the top dose FP activity change, negative = inhibition, hits mostly inhibitors | Menin + Texas Red MLL mutant peptide, fluorescence polarization | O00255; active means well fitted inhibition curve with a large enough effect in the polarisation, with a control signal flat, not every such curve was filed as active; inconclusive means small, poorly fitted or top-dose-only effect, or effect the other way, or a change in a side signal; inactive means no such curve, though single readings can be large or run the other way; the % refers to the polarisation; further: potency means the concentration at half of the fitted maximal effect; % of control where 0% means no effect; many of its hits are not listed in these tables
Target sequence (O00255 whole entry, looked up): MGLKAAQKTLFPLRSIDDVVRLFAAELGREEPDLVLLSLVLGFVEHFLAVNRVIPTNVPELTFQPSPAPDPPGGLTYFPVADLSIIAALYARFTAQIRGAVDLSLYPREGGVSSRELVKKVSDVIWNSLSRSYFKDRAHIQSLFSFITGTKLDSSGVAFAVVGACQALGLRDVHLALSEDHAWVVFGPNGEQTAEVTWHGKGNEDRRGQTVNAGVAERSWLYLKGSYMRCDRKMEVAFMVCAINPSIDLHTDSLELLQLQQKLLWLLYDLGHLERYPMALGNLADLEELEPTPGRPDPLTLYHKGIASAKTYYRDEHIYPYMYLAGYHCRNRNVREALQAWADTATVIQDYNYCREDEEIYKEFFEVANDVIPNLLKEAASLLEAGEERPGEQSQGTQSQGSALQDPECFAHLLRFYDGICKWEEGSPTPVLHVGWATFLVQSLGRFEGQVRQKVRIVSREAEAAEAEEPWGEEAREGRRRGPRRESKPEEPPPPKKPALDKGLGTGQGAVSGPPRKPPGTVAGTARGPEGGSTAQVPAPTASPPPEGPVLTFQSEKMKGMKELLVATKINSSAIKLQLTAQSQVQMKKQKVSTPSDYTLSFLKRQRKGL
KCNH2 3.1 block – qHTS for Inhibitors of KCHN2 3.1: Mutant qHTS. Potassium voltage-gated channel subfamily H member 2, brain isoform KCNH2 3.1 (human). U2OS KCNH2 3.1, thallium flux FluxOr; stronger effect = lower value. activity change, % (tested at about 1.8 µM). actives 0.95% (n = 340,000). AID 720553, 2013;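 active means maximum activity change below -70%; inconclusive means maximum activity change from -70% to -50%; inactive means maximum activity change above -50%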;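 further: thallium influx rate constant from kinetic fluorescence after stimulation buffer; on the % scale 0 is the no-effect control and ±100 the full control effect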
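Thallium flux read-out: FluxOr dye with Red40 quencher in HBSS/HEPES, 45 min at RT. Rate constants from kinetic reads were normalized to positive and negative DMSO controls. Cells: U2OS virally expressing the 3.1 isoform.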
NPC1 promoter act – qHTS Assay for NPC1 Promoter Activators; Huh7 NPC1 promoter luciferase reporter, 24 h; actives 2.4% (n = 320,000); Potency, µM (series often up to 9.22 µM), inactives show at the highest dose activation, hits mostly activators; AID 485313, 2010;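 further: potency means the concentration at half of the fitted maximal effect; % of control where 0% means no effect; nearly all actives have a fitted effect of over 60% in size; reporter is driven by a mutant NPC1 promoter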
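Huh7 reporter cells (NPC1 promoter driving luciferase) are dosed with compound for 24 h at 37 °C, 5% CO2; luciferase detection reagent is then added and luminescence measured after 10 min at ambient temperature.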
Mito fusion act – qHTS Assay for Small Molecule Inhibitors of Mitochondrial Division or Activators of Mitochondrial Fusion; S. cerevisiae fusion-defective mutant growth rescue, CellTiterGlo 48 h; AID 485298, 2010; actives 0.23% (n = 320,000); Potency, µM (series often up to 46.1 µM), inactives show at the highest dose growth rescue (activation), hits mostly activators;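 further: potency means the concentration at half of the fitted maximal effect; % of control where 0% means no effect; nearly all actives have a fitted effect of over 45% in size; temperature-sensitive fusion mutants such as fzo1-1 at 37 °C on non-fermentable ethanol glycerol medium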
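Compounds are tested for their ability to restore growth of mitochondrial fusion-defective yeast strains at non-permissive 37C in YPEG medium over 48 hours. Viability is quantified by luciferase luminescence.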
MBNL1-CUG inh – qHTS Assay for Inhibitors of MBNL1-poly(CUG) RNA binding; Potency, µM (doses to about 57.5 µM), inactives show at the highest dose activity change, negative = inhibition, actives largely listed as inhibitors; actives 0.036% (n = 280,000); AID 2675, 2010; TR-FRET MBNL1-His/biotin-(CUG)12 binding, 665/545 ratio; Muscleblind-like protein 1 (Homo sapiens), Q9NR56; active means well fitted inhibition curve with a large enough effect in the signal ratio, with a control signal flat, not every such curve was filed as active; inconclusive means small, poorly fitted or top-dose-only effect, or effect the other way, or a change in a side signal; inactive means no such curve, though single readings can be large or run the other way; the % refers to the signal ratio; further: potency means the concentration at half of the fitted maximal effect; on the % scale 0 is the no-effect control and ±100 the full control effect
Target sequence (Q9NR56 whole entry, looked up): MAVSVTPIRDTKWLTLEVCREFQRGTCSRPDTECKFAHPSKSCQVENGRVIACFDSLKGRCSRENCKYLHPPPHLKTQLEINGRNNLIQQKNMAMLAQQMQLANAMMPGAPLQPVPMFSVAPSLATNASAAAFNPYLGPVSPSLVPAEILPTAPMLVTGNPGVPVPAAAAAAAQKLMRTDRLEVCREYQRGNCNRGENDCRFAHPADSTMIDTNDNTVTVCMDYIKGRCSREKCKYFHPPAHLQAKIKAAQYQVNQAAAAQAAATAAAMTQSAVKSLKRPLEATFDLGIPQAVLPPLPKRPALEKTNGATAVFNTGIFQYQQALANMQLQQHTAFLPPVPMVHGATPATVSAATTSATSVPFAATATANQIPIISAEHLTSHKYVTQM
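Ratiometric TR-FRET (665 over 545 nm, excitation 340 nm) tracks disruption of MBNL1-His/biotin-(CUG)12 complex after 60 min at room temperature, with compounds at 92 nM to 58 uM final.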
RORgamma inh – qHTS for inhibitors of ROR gamma transcriptional activity; AID 2551, 2010; Nuclear receptor ROR-gamma (Mus musculus), P51450; actives 5.4% (n = 310,000); Drosophila S2 Gal4-RORgamma UAS-luciferase reporter, 20 h; Potency, µM (doses to about 53.6 µM), inactives show at the top dose activity change, negative = inhibition, most hits filed as inhibitors; further: potency means the concentration at half of the fitted maximal effect; on the % scale 0 is the no-effect control and ±100 the full control effect; nearly all actives have a fitted effect of over 60% in size
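Stably transfected Drosophila Schneider cells are the test system, with ROR gamma fused to Gal4 and luciferase under UAS control; luminescence is read after 20 hr of 700 uM copper sulfate induction at ambient temperature.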
VP16 counter – VP16 counterscreen qHTS for inhibitors of ROR gamma transcriptional activity. Drosophila S2 Gal4-VP16 UAS-luciferase, luminescence, 20 h. Potency, µM (highest dose often 53.6 µM), without a hit: at the top dose activity, negative = inhibition, hits mostly inhibitors. actives 3.5% (n = 310,000);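 further: Gal4-VP16 expression switched on by copper sulfate through the metallothionein promoter; potency means the concentration at half of the fitted maximal effect; on the % scale 0 is the no-effect control and ±100 the full control effect; nearly all actives have a fitted effect of over 50% in size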
FLuc counter – qHTS profiling assay for firefly luciferase inhibitor/activator using purifed enzyme and Km concentrations of substrates (counterscreen for miR-21 project); Luciferin 4-monooxygenase (Photinus pyralis), P08659; AID 588342, 2011; purified FLuc, Km substrates, luminescence inhibition; actives 6.9% (n = 360,000); Potency, µM (series often up to 57.5 µM), for inactives: at the top dose activity change, negative = inhibition, usual class: inhibitors;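 further: potency means the concentration at half of the fitted maximal effect; plate controls were vehicle for no effect and reference inhibitor for full effect; nearly all actives have a fitted effect of over 55% in size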
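Biochemical qHTS of compounds, final roughly 60 µM downward over six points, against 10 nM purified firefly luciferase using Km concentrations of substrates (10 uM D-luciferin, 10 uM ATP) in Tris acetate pH 7.5 buffer; luminescence output.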
Rab9 promoter act – qHTS Assay for Rab9 Promoter Activators; Huh7 Rab9 promoter-luciferase reporter, luminescence, 24 h; Potency, µM (titrated, usually from 9.22 µM), for inactives: at the highest dose activation, negative = inhibition, usual class: activators; actives 2.8% (n = 320,000); AID 485297, 2010; further: potency means the concentration at half of the fitted maximal effect; % of control where 0% means no effect; nearly all actives have a fitted effect of over 60% in size
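Steps: seed 1500 Huh7 Rab9-luc cells per well, rest 2 h at 37 °C; add compound in DMSO; incubate 24 h; add luciferase reagent, 10 min ambient; read luminescence.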
Starred values were filed as active, the others as inactive; ? = inconclusive; . = no result given; & = joins results of further samples; [ ] = dose if it differs, or a comment. Unless noted, the call rests on the fitted dose curve; in most records, active means well fitted curve in the direction sought with a large enough effect; inconclusive means small, poorly fitted or top-dose-only effect, or another doubt; inactive means no such curve, though single readings can be large; an effect the other way counts as inactive or inconclusive.

compound	ELG1 DNA repair	PKM2 act	Menin MLL FP TR	KCNH2 3.1 block	NPC1 promoter act	Mito fusion act	MBNL1-CUG inh	RORgamma inh	VP16 counter	FLuc counter	Rab9 promoter act
COc1ccccc1-n1c(SCC(=O)Nc2cccc3ccccc23)nc(O)cc1=O	7%	-3%	?	-2	-4%	1%	0%	0%	1%	0%	-4%
CC(O)[C@H]1CNCCN1CC1(c2ccccc2)CC1 (stereo partly specified)	?	.	.	-6	-2%	-4%	.	.	.	-2%	-4%
Cc1noc(C)c1S(=O)(=O)Nc1ccc(C(=O)N2CCc3ccccc3C2)cc1	-3%	1%	3%	-4	2%	3%	2%	13%	-2%	0%	4%
CCn1c(SC(C)C(=O)Nc2nccs2)nnc1-c1ccncc1 (stereo unspecified)	13%	12%	.	-26	6%	0%	-1%	0%	-7%	-2%	-1%
Cc1ccc(C(=O)CCC(=O)N(C)CC(=O)Nc2c(Cl)cccc2Cl)cc1	-1%	-6%	.	1	2%	-1%	-8%	9%	-9%	-17%	4%
Cc1ccc(S(=O)(=O)Nc2ccc3c(c2)nc(CCN2CCCCC2)n3C)cc1	-1%	2%	.	?	-2%	4%	-9%	-37%	-6%	0%	-1%
O=C(c1ccccc1)c1nnc(-c2ccccc2F)o1	?	-31%	5%	0	16%	-7%	?	-38%	?	0.54µM*	24%
Cc1cccc(Cl)c1NNC(=O)Nc1c([N+](=O)[O-])c(C)nn1C	0%	4%	.	11	0%	-5%	9%	23%	1%	4%	-3%
C=C(C)CNC(=S)NNC(=O)CCn1c2ccccc2c2ccccc21	0%	3%	7%	4	-1%	7%	7%	7.1µM*	?	4%	-5%
Oc1ccc(-c2csc(-c3c[nH]c4ccccc34)n2)c(O)c1	?	-15%	?	21	3.5µM*	?	34%[activator]	-7%	?	11µM*	?
Cn1c(SCc2nc3ccccc3s2)nnc1-c1cccs1	?	-6%	-10%	-4	18%	-3%	8%	36%	4%	?	6%
O=C(COc1ccc(F)cc1)N(c1ccccn1)C1CCCCC1	10%	-2%	0%	25	0%	7%	?	20%	2%	1%	0%
COc1ccc([C@H]2CC(=O)C=C(c3cccc(Cl)c3)C2)cc1	?	.	.	-22	2%	?	.	.	.	-5%	-4%
CCOc1ccc(CCNC(=O)C2CCN(S(=O)(=O)N3CCOCC3)CC2)cc1OCC	-7%	0%	-18%	-9	3%	0%	-3%	11%	7%	-1%	6%
COC(=O)N/N=C(\C)c1ccc(Br)cc1	?	2%	-3%	-3	3%	-1%	0%	41%	-1%	?	25%
COc1ccc(CCC(=O)Nc2nccs2)cc1OC	0%	.	-8%	0	0%	-3%	2%	-4%	7%	-3%	0%

With a hit mark in RORgamma inh, among the entries above:
Structure | PKM2 act | Menin MLL FP TR | NPC1 promoter act | MBNL1-CUG inh | RORgamma inh
C=C(C)CNC(=S)NNC(=O)CCn1c2ccccc2c2ccccc21 | 3% | 7% | -1% | 7% | 7.1µM*

New compounds follow
compound	ELG1 DNA repair	PKM2 act	Menin MLL FP TR	KCNH2 3.1 block	NPC1 promoter act	Mito fusion act	MBNL1-CUG inh	RORgamma inh	VP16 counter	FLuc counter	Rab9 promoter act
Cc1ccc(Cl)cc1NC(=O)Cn1c(C)csc1=O	?	.	.	3	0%	4%	.	.	.	2%	0%
CSCC(C)N1CCC(n2nccc2NC(=O)CCc2ccccc2)CC1 (stereo unspecified)	-16%	-2%	-1%	5	3%	1%	5%	-16%	-3%	-3%	-16%
Cc1ccc(S(=O)(=O)Nc2cc(S(=O)(=O)N3CCCCC3)ccc2N2CCOCC2)cc1	-11%	12%	6%	-31	-5%	-1%	3%	-35%	4%	2%	-2%
O/N=C1\CCCc2c1nc(-c1ccccc1F)n2O	27%	-4%	.	-5	0%	0%	-2%	-1%	-3%	2%	-1%
COc1ccc(Cl)cc1S(=O)(=O)N(C)CC(=O)NCc1ccc2c(c1)OCO2	-9%	-1%	5%	5	-6%	1%	-2%	-15%	-2%	0%	-3%
COCCNC(=O)c1ccc(CSCc2cccc(Cl)c2)o1	0%	.	-8%	15	-6%	17%	-7%	40%	19%	0%	-1%
CC(C)(C)c1nc(SCC(=O)Nc2ccc(N3CCOCC3)cc2)c2ccccc2n1	-9%	-4%	1%	-1	-7%	9%	-12%	?	?	1%	-1%
Cc1cnc(CN(C)Cc2nc(Cc3cccc(C(F)(F)F)c3)no2)[nH]1	-2%	-2%	?	-7	0%	-2%	13%	-31%	17%	-2%	-15%
CCC(C)NC(=O)CN1C(=O)CC(C)(C)S(=O)(=O)c2ccccc21 (stereo unspecified)	-4%	0%	1%	-2	-1%	1%	-2%	-2%	-2%	2%	-8%
CCc1cccc(NC(=O)C2CCN(S(=O)(=O)c3ccc4c(c3)CC(C)N4C(C)=O)CC2)c1 (stereo unspecified)	?	8%	26%	-7	-10%	-3%	-8%	?	?	-3%	-19%
CC(C)(C)N(Cc1ccccc1)C(=O)CCc1ccccc1	?	-2%	?	8	0%	4%	-4%	?	?	-2%	-14%
Cc1cc(C)cc(NC(=O)c2cccc(NC(=O)C3C4CC5OC(=O)C3C5C4)c2)c1 (stereo unspecified)	-9%	5%	8%	15	1%	2%	-2%	?	20%	-20%	0%
O=C(COC(=O)c1ccc(OC(F)F)cc1)Nc1cccc(S(=O)(=O)NC2=NCCC2)c1	-8%	.	.	-12	-1%	-5%	.	.	.	-5%	3%
O=C(Nc1ccc(Cl)c(S(=O)(=O)N2CCOCC2)c1)C1CCC1	?	.	.	-6	-1%	6%	.	.	.	.	-1%
CCN(CC)C1CCN(C(=O)CCn2nnnc2CN2CCOCC2)C1 (stereo unspecified)	20%	-13%	9%	16	-4%	5%	-5%	-2%	6%	4%	4%
CN(Cc1c(F)cccc1Cl)C(=O)c1ccc(NS(=O)(=O)c2ccc3[nH]c(=O)[nH]c3c2)cc1	5%	.	.	-25	-2%	7%	.	.	.	1%	9%
O=C(CSc1nc(-c2ccccc2)cs1)Nc1ccccc1[N+](=O)[O-]	13%	0%	18%	13	-6%	6%	19%	-22%	3%	-7%	-4%
CCCCn1nc2cc(C(=O)NCc3ccc4c(c3)OCO4)ccc2c1OCC	-23%	-22%	-9%	16	-2%	20%	1%	0%	-8%	2%	-1%
CCN(CC)CCNC(=O)C1c2ccccc2Oc2ccccc21	-1%	.	15%	-9	0%	-1%	0%	-24%	-1%	-1%	-8%
O=c1c(O)cccc2cc(O)c(O)c(O)c12	-10%	?	?	7	0%	-1%	?	-14%&-17%	-8%&-15%	?	-6%
CCC1(C)CC(c2csc(N)n2)CCO1 (stereo unspecified)	.	0%	0%	-2	.	0%	-2%	9%	29%	1%	.
Fc1ccccc1Cc1noc(CN2CCCC(CN3CCOCC3)C2)n1 (stereo unspecified)	-1%	-2%	-3%	-32	0%	-5%	2%	8%	-1%	1%	3%

High-throughput results deposited in PubChem by National Center for Advancing Translational Sciences (NCATS).

These rows are one share of the data; count on the stated rates, not on these rows.
